Compound activity deposited in PubChem BioAssay by National Center for Advancing Translational Sciences (NCATS).
KDM5B inh: Primary screen for KDM5B Histone Demethylases FDH-coupled qHTS; actives 2.6% (n = 220,000); KDM5B demethylase, FDH-coupled NADH fluorescence (FDH is formaldehyde dehydrogenase); Potency, µM (doses to about 57.7 µM), without a hit: at the highest dose activity change, negative = inhibition, actives largely listed as inhibitors; active = well fitted inhibition curve with a large enough effect; inconclusive = small, poorly fitted or top-dose-only effect; inactive = no such curve, though single readings can be large or run the other way; also: 0% is about no effect; nearly all actives have a fitted effect of over 70% in size
Target sequence (Q9UGL1 whole entry, looked up): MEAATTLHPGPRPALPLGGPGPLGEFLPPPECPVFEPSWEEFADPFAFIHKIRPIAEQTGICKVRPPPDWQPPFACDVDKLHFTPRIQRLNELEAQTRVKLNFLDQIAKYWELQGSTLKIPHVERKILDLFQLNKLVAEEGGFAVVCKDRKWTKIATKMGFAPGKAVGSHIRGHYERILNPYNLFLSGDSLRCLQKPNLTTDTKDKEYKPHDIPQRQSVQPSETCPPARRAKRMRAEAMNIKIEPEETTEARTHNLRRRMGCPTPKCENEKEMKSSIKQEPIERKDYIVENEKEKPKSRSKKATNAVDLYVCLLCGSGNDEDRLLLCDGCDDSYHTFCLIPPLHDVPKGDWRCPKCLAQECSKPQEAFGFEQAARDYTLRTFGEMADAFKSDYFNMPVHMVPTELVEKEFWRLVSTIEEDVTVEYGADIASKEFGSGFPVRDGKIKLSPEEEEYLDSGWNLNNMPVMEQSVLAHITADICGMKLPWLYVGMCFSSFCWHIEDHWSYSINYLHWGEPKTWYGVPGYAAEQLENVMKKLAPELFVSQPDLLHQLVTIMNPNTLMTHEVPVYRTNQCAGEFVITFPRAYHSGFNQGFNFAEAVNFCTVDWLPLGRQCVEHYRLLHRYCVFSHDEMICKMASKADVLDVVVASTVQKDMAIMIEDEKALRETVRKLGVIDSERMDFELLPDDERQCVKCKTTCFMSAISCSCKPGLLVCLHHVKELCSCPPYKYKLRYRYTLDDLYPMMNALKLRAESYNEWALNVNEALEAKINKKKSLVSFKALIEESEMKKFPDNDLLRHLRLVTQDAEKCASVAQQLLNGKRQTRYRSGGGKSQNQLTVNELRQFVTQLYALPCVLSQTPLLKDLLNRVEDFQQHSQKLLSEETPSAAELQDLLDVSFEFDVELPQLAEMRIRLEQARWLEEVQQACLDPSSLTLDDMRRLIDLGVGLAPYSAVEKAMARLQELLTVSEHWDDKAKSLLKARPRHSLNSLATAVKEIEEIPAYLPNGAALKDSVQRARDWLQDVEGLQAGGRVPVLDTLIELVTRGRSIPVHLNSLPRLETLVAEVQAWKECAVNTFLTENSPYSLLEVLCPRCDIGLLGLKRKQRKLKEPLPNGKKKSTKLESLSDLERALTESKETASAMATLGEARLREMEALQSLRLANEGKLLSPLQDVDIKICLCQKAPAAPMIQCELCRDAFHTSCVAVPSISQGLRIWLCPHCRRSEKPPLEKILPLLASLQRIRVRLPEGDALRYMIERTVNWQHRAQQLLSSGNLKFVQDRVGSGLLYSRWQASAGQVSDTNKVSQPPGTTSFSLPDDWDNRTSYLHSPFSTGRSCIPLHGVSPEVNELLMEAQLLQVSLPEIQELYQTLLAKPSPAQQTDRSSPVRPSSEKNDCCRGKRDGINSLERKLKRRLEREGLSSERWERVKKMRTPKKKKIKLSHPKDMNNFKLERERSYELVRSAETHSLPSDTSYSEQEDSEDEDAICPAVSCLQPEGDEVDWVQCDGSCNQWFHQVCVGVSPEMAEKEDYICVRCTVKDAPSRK
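KDM5BΔAP (200 nM final) in 50 mM HEPES pH 7.5, 0.01% Tween-20 was preincubated 10 min at RT with compound over a concentration range. Substrate mix (H3K4me3 12.5 µM, α-KG 25 µM, Fe²⁺, ascorbate, NAD⁺, FDH) was added, and NADH fluorescence change over 30 min gave dose-response curves.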
* = called active by the depositor; u = inconclusive; & = joins results of further samples; [ ] = another dose, or the depositor's remark. Potency is read from the fitted curve at half-maximal effect. Some of the compounds tested; the hit share may differ from the screen's.

KDM5B inh,Compound
-1.5%,COCc1nnc2n1CCC(NC(=O)c1ccn(C)n1)CC2 (stereo not given)
-11.5%,Cc1ccc(C(=O)Nc2nc3ccccc3[nH]2)cc1
u,CNC(=O)[C@@H](c1ccc(OC)cc1)N1CCC[C@H]1C(=O)NC1CCCC1
16.4%,COCCOc1ccc(C(C)NC(=O)C=C(C)C)cc1OC (stereo not given)
u,CN(C)C(=O)CC(O)c1cc2n(n1)CCN(C/C=C/c1ccccc1)C2 (stereo not given)
-28.1%,CN(C)C(=S)c1cc(C(C)(C)C)c(O)c(C(C)(C)C)c1
u,Cc1ccc(C)c(NC(=O)c2cc3cn(C4CC4)cc3s2)c1
22.9%,CCCCSCc1cc(C(=O)N2CC(C)(C)C(C)(O)C2)oc1C (stereo not given)
6.5%,NC(=O)NC(=O)COC(=O)c1ccccc1Br
6.1%,CC(NC(=S)NNC(=O)c1ccncc1)c1ccccc1 (stereo not given)
9.7%,COc1ccc(CCNC(=O)c2cccc3c(=O)c(C)c(-c4ccccc4)oc23)cc1OC
-21.4%,O=C1NCC2(CCN([S+](=O)([O-])c3ccccc3)CC2)Oc2ccccc21
0.0%,Cc1cc2nc3n(c(=O)c2n1CC(=O)Nc1cccc(C(F)(F)F)c1)CCC3
-11.7%&-8.2%,COc1ccccc1CNC(=O)CS(=O)Cc1nc(-c2ccc(OC)c(OC)c2)oc1C (stereo not given)
-5.0%,CC1=C(C(=O)Nc2ccc(Cl)cc2)C(c2ccccc2F)n2nc(SCc3cccc(Cl)c3)nc2N1 (stereo not given)
12.8%,CC(Oc1ccc(C#N)cc1)C(=O)NC1CCC2CCCCC2C1 (stereo not given)
6.0%[230 µM],Fc1ccc(OC2CNC2)c(F)c1
7.3%,COC[C@H]1CCCN1C(=O)C[C@@H]1O[C@H](CNS(=O)(=O)c2ccc(Cl)cc2)[C@@H](O)[C@H]1O
u,CCCn1c2ccccc2c2cnn(CC(=O)NCCCN(Cc3ccccc3)C(C)C)c(=O)c21
13.9%,CC1(C)CC(OC(=O)CCCCCCCCC(=O)OC2CC(C)(C)NC(C)(C)C2)CC(C)(C)N1
35.5µM*,Cc1noc(C)c1-c1cc(-c2cccc(N3CCOCC3)c2)cn2cncc12
-2.8%[86.2 µM],CC1=C[C@@H](CC#N)[C@H](C(C)C)C[C@H]1CC(=O)NCc1ccc(F)cc1
u,CCOC(=O)c1cc2c(=O)n3ccccc3nc2n(CC2CCCO2)c1=NC(=O)c1cccc(C(F)(F)F)c1 (stereo not given)
2.6%,Cc1ccc(CS(=O)(=O)N2CCC(C3CCNC3)CC2)cc1C (stereo not given)
0.1%,O=C(Nc1cccc(F)c1)N1Cc2[nH]cnc2C[C@H]1c1nc(-c2ccc(F)c(Cl)c2)no1
u,COc1cccc(-c2cc3c(=O)n(CCNC(=O)C(C)Oc4ccccc4)ccn3n2)c1 (stereo not given)
6.1%,CC1(C)CC(=O)C/C(=N/NC(=O)c2ccccc2I)C1
u,S=c1[nH]nc(-c2ccncc2)n1/N=C/c1ccccc1Cl
u,Cc1ccc(/C=[N+](\[O-])c2ccccc2C)cc1
u,CCNC(=O)C(C)NC(=O)c1cc2ccccc2oc1=O (stereo not given)

An excerpt from the list above:
KDM5B inh,Compound
-1.5%,COCc1nnc2n1CCC(NC(=O)c1ccn(C)n1)CC2 (stereo not given)
-11.5%,Cc1ccc(C(=O)Nc2nc3ccccc3[nH]2)cc1

The main list resumes, starting three compounds before the break.
KDM5B inh,Compound
u,S=c1[nH]nc(-c2ccncc2)n1/N=C/c1ccccc1Cl
u,Cc1ccc(/C=[N+](\[O-])c2ccccc2C)cc1
u,CCNC(=O)C(C)NC(=O)c1cc2ccccc2oc1=O (stereo not given)
-12.9%,Cc1ccccc1NC(=O)c1c(C)oc2ncnc(N3CCOCC3)c12
-6.9%,CC(NC(=O)c1cc2cc(F)ccc2[nH]1)c1cccc(F)c1 (stereo not given)
-1.9%,CCNC(=O)N1CCC(Cc2nncn2CC)C1 (stereo not given)
18.4%,CCOC(=O)NCC(=O)NCc1ccccn1
-23.0%,CN(C(=O)/C=C/c1ccccc1)C1CCCCC1
-4.6%,CN(CC(=O)Nc1ccc(F)cc1)C(=O)c1ccc(-n2cccc2)cc1
7.7%,Cc1csc(NC(=O)c2cccnc2Oc2ccc(F)cc2Br)n1
u,CSc1ccc(-c2nc3cccc(C)n3c2Nc2ccc(Cl)cc2)cc1
10.5%,CCc1cccc(CC)c1NC(=O)CC(C#N)(C(C)=O)c1c(Cl)cccc1Cl (stereo not given)
14.3%,Cc1ccc(C(C)C)cc1C(=O)CC1(O)C(=O)N(C(C)C)c2ccccc21 (stereo not given)
u,O=C(N[C@H]1CCN2C(=O)c3ccccc3NC(=O)[C@@H]2C1)c1ccccc1
-12.0%,CCOc1ccccc1C1NC(=O)N(CC(=O)Nc2cccc(C(C)C)c2)C2=C1C(=O)OC2 (stereo not given)
u,O=C(Cn1cccc1-c1nc(-c2ccc3c(c2)OCO3)no1)Nc1ccc(Cl)cc1
8.0%,O=C(Nc1cccc2cccnc12)c1cccc(Cl)c1Cl
-13.9%,CCCCn1c(=N)n(CCCOc2ccc(F)cc2)c2ccccc21
-7.3%,Cc1ccc(-n2ncc(C(=O)NC3CCCC3)c2C2CCN(C(=O)OC(C)(C)C)CC2)c(C)c1
u,COC(=O)Cc1c(C)c2c(OCc3nn[nH]n3)cc(C)cc2oc1=O
-5.9%,CC(=O)c1sc(Nc2cc(C)ccc2C)nc1C
10.7%,CC(C)NC(=O)c1cc(Cl)ccc1I
-6.9%,CC(C)(C)c1ccc(OCC(O)CNS(=O)(=O)c2ccc(Br)cc2)cc1 (stereo not given)
18.7%,Cc1ccccc1-n1nnc(C(=O)NC2CCCC2)c1N
-8.2%,CCOc1ccccc1NC(=O)C(NCCc1ccc(OC)cc1)c1ccccc1 (stereo not given)
-3.0%,O=C(O)c1ccc(Cl)c(S(=O)(=O)Nc2ccccc2C(=O)Nc2ccc(Cl)cc2)c1
14.8%,CCCNC(=O)NCC12CC3CC(CC(C3)C1)C2
u,Cc1ccc(C(=O)N[C@@H]2CN(Cc3ccncc3)C[C@H]2CN(C)C)c(C)c1
2.8%,COc1ccc(-c2c(C)oc3cc(OCC(=O)Nc4ccc(OC)cc4OC)ccc3c2=O)cc1
-5.6%,CC(=O)NC1CCN(Cc2nc(-c3sccc3C)oc2C)CC1
10.9%[86.2 µM],O=C(NC[C@H]1OC[C@@H](NC2CCCC2)[C@@H]1O)C1CCCC1
u,Cc1nn(-c2ccccc2)c(-n2cccc2)c1C(=O)NCc1ccccc1Cl
u,CCOc1cccc2sc(N(CCCN(C)C)C(=O)c3ccc(C(=O)c4ccccc4)cc3)nc12

Pulled by compound from above (6):
KDM5B inh,Compound
u,COC(=O)Cc1c(C)c2c(OCc3nn[nH]n3)cc(C)cc2oc1=O
u,O=C(Cn1cccc1-c1nc(-c2ccc3c(c2)OCO3)no1)Nc1ccc(Cl)cc1
-12.9%,Cc1ccccc1NC(=O)c1c(C)oc2ncnc(N3CCOCC3)c12
-3.0%,O=C(O)c1ccc(Cl)c(S(=O)(=O)Nc2ccccc2C(=O)Nc2ccc(Cl)cc2)c1
18.4%,CCOC(=O)NCC(=O)NCc1ccccn1
-6.9%,CC(C)(C)c1ccc(OCC(O)CNS(=O)(=O)c2ccc(Br)cc2)cc1 (stereo not given)

Next section.
KDM5B inh,Compound
-24.4%,COc1ccc(CNc2ncnc3c2CN(c2ccc(C)cc2)C(=O)N(C)C3)cc1OC
-15.5%,CCN(C(=O)Cc1cccc2cccnc12)C1CCS(=O)(=O)C1 (stereo not given)
-19.3%,NCCc1cccc(CN2CCC(OCc3ccccc3)CC2)c1
31.8%,COc1ccc(C(=O)Nc2c(NCC3CCCCC3)c3ccccc3oc2=O)cc1
-14.1%,COc1ccc(CCN2C(=O)N(c3ccccc3)C(=O)C2CC(=O)Nc2ccccc2)cc1 (stereo not given)
-19.2%,COCCNc1nc(-c2ccc(NC(C)=O)cc2)cs1
2.9%,CN(C)C(=O)C1CN(C(=O)c2ccc(Br)cc2)CC12CCOCC2 (stereo not given)
-3.3%[149 µM],O=C(c1ccccc1)N1CCC2(CC1)C(=O)Nc1ccccc12
11.1%[86.2 µM],NC(=O)c1cccc(-c2ncc3c(n2)OCCN(c2ccccc2)C3=O)c1
6.9%,Cc1cc(C)c(-c2cc(C(=O)Nc3ccc(C)c(C)c3)[nH]n2)c(O)c1
-17.7%,O=C(c1cccc(F)c1)N1CCC(n2cc(-c3nc(C4CC4)no3)nn2)C1 (stereo not given)
-21.6%,COc1ccc(OC)c(NC(=O)C(C)n2nc(C)c3c(C)n(-c4ccccc4)nc3c2=O)c1 (stereo not given)
12.1%,Cc1ccc(-c2nc(CS(=O)(=O)CC(=O)NC(C)CCc3ccccc3)c(C)o2)cc1 (stereo not given)
0.4%,CN(Cc1ccccc1)C(=O)COc1ncnc2ccc(Br)cc12
27.4%,COC(=O)c1cc(NC(=O)C2CC(=O)n3c(nc4ccccc43)N2)cc(C(=O)OC)c1 (stereo not given)
u,CCOC(=O)c1cc2c(=O)n3ccccc3nc2n(Cc2ccco2)c1=NC(=O)c1c(F)cccc1Cl
-17.4%,Cc1cc(F)ccc1S(=O)(=O)N1C[C@H](C2CC2)[C@@H](N)C1
1.0%,Cc1ccc(NC(=O)CN(C)C(=O)c2cccc(S(=O)(=O)NCC3CCCO3)c2)cc1 (stereo not given)
8.7%,CC1(C)CC(NC(=O)C2CC(=O)N(c3n[nH]c4ccccc34)C2)CC(C)(C)N1 (stereo not given)
-24.6%,CC(SCC(=O)NC(C)(C#N)C1CC1)c1ccc(F)cc1 (stereo not given)
12.3%,CCCn1nc(C(=O)Nc2ccc(OC)cc2)c2ccccc2c1=O
u,CCCCN(CC)CCCNC(=O)Cn1ncc2c3ccccc3n(Cc3ccc(F)cc3)c2c1=O
21.1%,O=C(Nc1ccccc1F)C1C2CC/C=C\CC/C=C/CCC21 (stereo not given)
2.1%,Cc1cc(=O)[nH]c(N/N=C/c2c(F)c(F)c(F)c(F)c2F)n1
-18.2%,Cc1ccccc1CNC(=O)C1CCN(C(=O)N2CC3CC(C2)[C@H]2CCCC(=O)N2C3)CC1 (stereo not given in full)
-14.0%,COc1cccc(NC(=O)C(Cc2ccccc2)NS(=O)(=O)c2ccc3c(c2)oc(=O)n3C)c1 (stereo not given)
u,Cc1cnn(Cc2cc(C(=O)N3CCCCCC3c3nnc(-c4ccccc4)o3)no2)c1 (stereo not given)
6.1%,Cc1ccc2[nH]cc(CCNC(=O)c3ccccc3C)c2c1
12.8%,CCN(CC)S(=O)(=O)c1ccc(=O)n(Cc2cc(=O)oc3cc(C)ccc23)c1
-8.5%,O=C(c1ccccc1)N1CCC(NCCOc2ccccc2F)CC1
-3.5%,CCOc1ccc2ccccc2c1C1NC(=O)NC(C)=C1C(=O)OCCOC (stereo not given)
12.5%,Cc1ccccc1NC(=O)Nc1c(NC2CCCC2)c2ccccc2oc1=O
-17.4%,Cc1ccn(CC(=O)N2CCc3nn(Cc4ccccc4)c(=O)n3CC2)n1
16.2%,CN(Cc1cccc(F)c1)C(=O)c1cccc(NS(C)(=O)=O)c1
36.4%[activator],CCc1nnc2c(NCCc3ccccc3)nc3ccccc3n12
6.8%,O=C(c1cc(-c2cccs2)[nH]n1)N1CCN(c2ccccc2)CC1
-10.0%,Cc1[nH]c(SCC(=O)Nc2cccc(S(=O)(=O)N3CCCC3)c2)nc1Cc1ccccc1
16.1%,Cc1ccc(S(=O)(=O)N2CCC(Oc3ncccc3C(=O)N(C)C)C2)cc1F (stereo not given)
-42.7%,O=Cc1cc(Cc2ccccc2Cl)cc(Br)c1O
-45.4%,CC(C)Oc1ccc(CNC(=O)Nc2ccc3c(c2)N(C)C(=O)c2ccccc2S3)cc1
u,O=C(Cc1ccccc1F)N1CC(Oc2ccc(-c3noc(-c4cccnc4)n3)cc2)C1
u,Cc1oc(-c2ccc(C(=O)NCc3ccccc3Cl)cc2)nc1CN1CCc2ccccc21
-10.0%,Cc1ccoc1C(=O)N1C[C@@H](COCC2CC2)[C@H](c2ccccn2)C1
u,O=C(O)c1ccccc1OCc1cn2ccccc2n1
-12.7%,CCOc1ccc(-c2cc3c(=O)n(CC(=O)Nc4c(C)cccc4C)ccn3n2)cc1
-11.8%,O=C(CN1C(=O)NC(c2ccc(Cl)cc2)C2=C1COC2=O)Nc1ccc2c(c1)OCO2 (stereo not given)
24.5%,O=C(Cc1c(Cl)cccc1Cl)N/N=C/c1cccnc1
-16.8%[86.2 µM],CC(C)c1noc([C@@H]2C[C@H](NC(=O)c3ccc(F)cc3)CN2C)n1
6.4%,CCN(CC)C(=O)N1CCN(Cc2nc(C(C)C)no2)CC1
21.5%,CCCCNC(=O)/C=C/C(=O)Nc1cc(Cl)cc(Cl)c1
u,Cc1cn2nc(C(=O)N3CCC(NC(=O)C4CCC4)CC3)cc2c(=O)[nH]1
12.2%,O=C1CC(c2ccc(OCc3ccccc3Cl)cc2)c2cn[nH]c2N1 (stereo not given)
u,Cc1ccc(C)c(N2CCN(C(=O)CCC(=O)Nc3ccc4nc(N5CCCCC5)cc(C)c4c3)CC2)c1
8.4%,O=C(c1ccc(F)cc1)N1CCC(n2cc(-c3nc(C4CC4)no3)nn2)C1 (stereo not given)
-3.3%,CN(Cc1ccccc1N1CCCC1)C(=O)c1ccc(S(=O)(=O)N2CCOCC2)cc1
-22.8%,COc1ccc(-c2csc(C3CCSC(C)(C)C3)n2)cc1 (stereo not given)
